Nrf2 activator – activators of Nrf2 (ARE) signaling; AID 624171; actives 0.31% (n = 410,000); Potency, µM (titrated, usually from 46.1 µM), for the others: at the top dose activation, actives largely listed as activators; AREc32 ARE-luciferase reporter (MCF7-derived line), luminescence, 24 h; note: % of control where 0% means no effect; nearly all actives have a fitted effect of over 65% in size
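Luminescent ARE reporter assay in AREc32_Fluc cells: overnight plating at 37 deg C, 24 hr compound incubation, Steady-Glo added, 30 min RT before reading.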
S2 tox – cell viability loss in ATXN counter-screen | S2 cells (HEK-293 line with an ATXN2-luciferase reporter) viability, CellTiter-Fluor protease fluorescence, 24 h | Potency, µM (doses to about 56.7 µM), actives largely listed as cytotoxic | actives 0.49% (n = 400,000); note: nearly all actives have a fitted effect of over 40% in size
EPAC2 antagonist – blocks human EPAC2 exchange factor; AID 720708; Q8WZA2; Potency, µM (highest dose often 114 µM), for the others: at the top dose activity, negative = inhibition, usual class: inhibitors; actives 0.18% (n = 360,000); EPAC2 GEF exchange of Rap1B-BODIPY-GDP, fluorescence; note: % is set by controls: 0 for no effect and ±100 for the full control effect; nearly all actives have a fitted effect of over 45% in size; many of its hits are not listed in these tables
Target sequence (Q8WZA2 whole entry, looked up): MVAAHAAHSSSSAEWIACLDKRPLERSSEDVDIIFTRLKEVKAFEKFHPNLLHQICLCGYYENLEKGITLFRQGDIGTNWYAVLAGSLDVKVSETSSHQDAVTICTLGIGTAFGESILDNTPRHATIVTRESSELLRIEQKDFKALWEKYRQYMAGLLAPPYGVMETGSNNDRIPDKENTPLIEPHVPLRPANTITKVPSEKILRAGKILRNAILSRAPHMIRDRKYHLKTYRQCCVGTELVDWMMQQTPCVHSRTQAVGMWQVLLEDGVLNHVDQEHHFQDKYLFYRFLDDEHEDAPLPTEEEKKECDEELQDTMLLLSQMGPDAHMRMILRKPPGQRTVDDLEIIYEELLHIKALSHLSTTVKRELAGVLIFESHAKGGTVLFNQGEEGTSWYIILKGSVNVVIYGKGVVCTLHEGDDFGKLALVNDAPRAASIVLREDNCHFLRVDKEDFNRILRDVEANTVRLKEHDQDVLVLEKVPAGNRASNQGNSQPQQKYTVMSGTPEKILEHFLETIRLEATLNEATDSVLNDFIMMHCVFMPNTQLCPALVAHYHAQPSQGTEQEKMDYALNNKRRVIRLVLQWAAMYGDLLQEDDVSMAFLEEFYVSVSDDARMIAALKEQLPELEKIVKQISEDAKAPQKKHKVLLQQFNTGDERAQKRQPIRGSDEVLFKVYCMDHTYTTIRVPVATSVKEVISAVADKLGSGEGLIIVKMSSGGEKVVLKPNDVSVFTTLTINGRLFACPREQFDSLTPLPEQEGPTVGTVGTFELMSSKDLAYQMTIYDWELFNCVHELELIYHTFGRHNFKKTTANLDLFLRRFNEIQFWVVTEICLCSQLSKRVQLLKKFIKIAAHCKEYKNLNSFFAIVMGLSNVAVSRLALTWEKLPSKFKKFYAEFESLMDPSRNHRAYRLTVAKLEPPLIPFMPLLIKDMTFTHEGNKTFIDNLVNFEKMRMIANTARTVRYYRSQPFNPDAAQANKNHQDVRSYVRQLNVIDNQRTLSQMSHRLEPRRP
ATXN2 expr inh – ATXN2 expression inhibition; HEK-293 ATXN2-luciferase reporter, luminescence, 24 h; Potency, µM (titrated, usually from 57 µM), for the others: top-dose activity change, negative = inhibition, usual class: inhibitors; actives 0.72% (n = 360,000); note: % is set by controls: 0 for no effect and ±100 for the full control effect; nearly all actives have a fitted effect of over 55% in size
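ATXN2-luciferase reporter cells (luciferase flanked by upstream and downstream ATXN2 gene portions) were treated 24 h at 37 °C with compounds at up to 57 uM. SteadyGlo luminescence gave expression; GF-AFC fluorescence gave viability.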
A549 tox – A549 cytotoxicity, counter-screen for Nrf2 inhibitors. Potency, µM (series often up to 46 µM), without a hit: at the highest dose activity change, negative = cytotoxicity, actives largely listed as inhibitors. A549 ARE-Fluc cells, CellTiter-Fluor viability, 18-24 h. actives 0.16% (n = 390,000); note: % is set by controls: 0 for no effect and ±100 for the full control effect
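A549 ARE-Fluc cells in 5% FBS OPTI-MEM, 5000 cells/well, rested 2 h then exposed to compounds in concentration-response for 18-24 h at 37 °C. Viability by CellTiter-Fluor fluorescence (Ex 405/Em 525) after 30 min; luciferase luminescence (BugLite, 15 min, RT) read afterwards.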
HepG2 viability – kills HepG2 cells in TGF-b inhibitor counter-screen; HepG2 CAGA-GFP viability, ATP luminescence, 18 h; Potency, µM (titrated, usually from 46.1 µM), without a hit: at the top dose activity change, negative = cytotoxicity, actives largely listed as cytotoxic; actives 0.76% (n = 410,000); AID 588856; note: some results filed as inactive show a strong effect at the top dose
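CellTiter-Glo luminescence gave cytotoxicity after 18 hours at 37 degrees C. The cells were HepG2 CAGA-GFP in 1% FBS DMEM, stimulated with 500 pg/mL TGF-beta after compound addition. %Activity was normalised to no-cell wells (complete cell-killing) and DMSO (no toxicity), and curves were fitted and classified.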
MCF10A rereplic – inducers of DNA re-replication in MCF 10A breast cells; MCF 10A DNA re-replication, Hoechst nuclear intensity, 48 h; Potency, µM (top dose mostly 46.1 µM), without a hit: top-dose activity, positive = re-replication, most hits filed as activators; actives 2.9% (n = 350,000); note: % of control where 0% means no effect; nearly all actives have a fitted effect of over 50% in size
Nrf2 block – inhibitors of Nrf2 signaling | actives 2.1% (n = 360,000) | Potency, µM (top dose mostly 46 µM), for the others: at the highest dose activity change, negative = inhibition, actives largely listed as inhibitors | A549 ARE-Fluc reporter, luciferase luminescence, 18-24 h | AID 504444; note: % is set by controls: 0 for no effect and ±100 for the full control effect; nearly all actives have a fitted effect of over 60% in size
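A549 ARE_Fluc cells, 5000/well, 5% FBS OPTI-MEM; compounds in dose-response, 18-24 h at 37 °C/5% CO2; CellTiter-Fluor viability read (Ex 405/Em 525), then BugLite luciferase luminescence = Nrf2 activity.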
TGFb SMAD3 inh – TGF-b pathway inhibition | AID 588855 | HepG2 CAGA-GFP TGF-b/SMAD3 reporter, GFP fluorescence, 18 h; TGF-beta stimulated, 500 pg/mL final | Potency, µM (top dose mostly 46.1 µM), without a hit: at the top dose activity, negative = inhibition, usual class: inhibitors | actives 1.2% (n = 410,000); note: % is set by controls: 0 for no effect and ±100 for the full control effect; nearly all actives have a fitted effect of over 65% in size
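First, reporter cells (HEPG2 CAGA-GFP) rested 2 h at 37 degrees C. Next, compounds were pinned in and TGF-beta added to 500 pg/mL final. After 18 h, GFP was imaged per cell and summed per well.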
Starred values were filed as active, the others as inactive; i = inactive; u = inconclusive; x = not tested or not shown; & = joins results of further samples; [ ] = another dose, or the depositor's remark. Calls come from the whole dose curve; as a rule, active = well fitted curve in the direction sought with a large enough effect; inconclusive = small, poorly fitted or top-dose-only effect, or another doubt; inactive = no such curve, though single readings can be large; an effect the other way counts as inactive or inconclusive. Potency is the fitted concentration of half-maximal effect. An excerpt; the hit share may differ from the screen's.

nr | SMILES | ATXN2 expr inh | TGFb SMAD3 inh | S2 tox | Nrf2 activator | EPAC2 antagonist | A549 tox | HepG2 viability | Nrf2 block | MCF10A rereplic
1 | Cc1cccc(C(=O)NC2CCN(CC(=O)NCc3ccccc3F)CC2)c1 | 2% | 2% | i | 0.8% | 10% | -17% | -2% | -23% | -10%
2 | O=C(CN(C(=O)CNC(=O)c1ccco1)c1ccc2c(c1)OCCO2)NC1CCCC1 | x | -8% | i | -0.2% | 10% | 5% | -6% | 16% | 5%
3 | Cc1ccn2cc(-c3cccc(NC(=O)c4ccccc4)c3)nc2c1 | 55%[activator] | -24% | u | 3.9% | -5% | 1% | 1% | 18% | u
4 | O=C1OC(c2ccccc2)C2(CCCC2)C(=O)C12CCCC2 (configuration not stated) | -17% | 0% | i | -0.6% | 5% | -5% | -14% | -12% | -1%
5 | N#Cc1c(N2CCOCC2)nsc1-c1ccc(C(F)(F)F)cc1 | 7% | -8% | i | 4.3% | -17% | 15% | -10% | 5% | 1%
6 | CCOc1ccc(-n2c(=O)c3sccc3n(CC(=O)Nc3cccc(OC)c3)c2=O)cc1 | x | -7% | i | 0.3% | 5% | -2% | -6% | -2% | 0%
7 | C=CCNc1nc(Cl)nc(NCc2ccco2)n1 | -7% | -13% | i | 4.2% | 6% | 13% | 1% | -2% | -1%
8 | C=CCn1c(SCC(=O)Nc2ccccc2C)nc(O)cc1=O | 2% | -2% | i | -0.2% | 4% | 0% | 1% | 11% | 7%
9 | CCc1ccc(NC(=O)c2sc(-n3nc(C)c(CCC(C)C)c3C)nc2C)cc1 | 10% | -6% | i | 0.2% | x | 0% | -17% | 17% | x
10 | CC(NC(=S)Nc1c(Cl)cccc1OC(F)F)C(C)(C)C (configuration not stated) | 6% | 5% | i | -0.7% | 5% | -1% | -4% | 11% | -8%
11 | CCn1c(SCC(=O)N/N=C/c2ccncc2)nc2ccccc21 | x | -8% | i | 0.4% | 0% | 6% | -8% | -17% | 2%
12 | CCOc1ccc(CNC(=O)C2CCN(S(=O)(=O)N3CCCC3)CC2)cc1OC | -10% | 3% | i | 0.1% | -13% | 6% | -3% | 6% | -2%
13 | CCn1c2ccccc2c2cc(N=C3SC(CC(=O)Nc4ccccc4OC)C(=O)N3CCOC)ccc21 (configuration not stated) | -11% | 3% | i | -0.1% | -2% | 5% | 3% | u | -5%
14 | Cc1ccc(C)c(N2CCN(S(=O)(=O)c3ccc4[nH]c(=O)ccc4c3)CC2)c1 | -16% | u | i | -0.1% | 11% | 3% | -58% | -27% | u
15 | CCc1ccc(CNc2ccc(O)cc2)cc1 | -12% | 8.9µM* | i | 8.7% | 15% | -18% | 13µM* | u | u
16 | CCC(=O)NCCCNc1nc2c(C)cccc2cc1C#N | -16% | 3% | x | 2.0% | -5% | 2% | 15% | -13% | -1%
17 | COc1cccc(C(=O)OCCNC(=O)c2cccnc2)c1 | 1% | 9% | i | -0.3% | -1% | -1% | 17% | 3% | -26%
18 | O=C(Nc1sc2c(c1C(=O)NCc1cccnc1)CCCC2)c1ccco1 | -2% | 0% | i | 2.1% | 16% | 1% | -23% | 7% | u
19 | Cc1nonc1CC(=O)N1CCc2c([nH]c3ccccc23)C1c1ccccc1F (configuration not stated) | 14% | 9% | i | 5.1% | -18% | 1% | -5% | 0% | 1%
20 | COc1ccccc1C(CC(N)=O)c1ccco1 (configuration not stated) | -6% | -4% | i | 0.2% | -5%[57.1 µM] | -4% | -11% | -8% | 0%
21 | O=C(OCC(=O)N1CCCCC1)c1cccs1 | -9% | 9% | i | -1.1% | 3% | -2% | -9% | u | -18%
22 | COc1ccc(/C=C/C(=O)NCc2ccc3c(c2)OCO3)cc1OC | u | 0% | u | 0.1% | 5% | 13% | -34% | 6% | -5%
23 | O=c1c2[nH]c3cccc(Cl)c3c2ncn1Cc1ccco1 | -4% | -12% | i | 2.2% | 0% | 2% | -14% | 1% | u
24 | Nc1nonc1C(=O)NCCNCc1cc(Br)ccc1OCc1ccc(F)cc1 | x | -18% | x | -0.1% | -12% | u | -47% | -25% | u
25 | Cc1ccccc1NC(=O)CSc1nc(-c2cccs2)nc2cc(=O)[nH]n12 | x | -1% | x | 16% | x | 1% | 4% | 9% | x
26 | CCN(CC)CCCNC(=O)CN1C(=O)CCn2nc(-c3cn(C)c4ccccc34)cc21 | -5% | 29% | i | 0.5% | x | 9% | 2% | x | x
27 | CCNc1nc(Oc2ccc(C(=O)OC)cc2)nc(SC)n1 | -4% | -17% | i | -0.5% | 1% | -7% | 0% | 11% | 3%
28 | COc1ccc(-c2cc(C(F)(F)F)nc(NCCc3ccccc3)n2)cc1OC | 4% | -2% | i | -0.2% | x | 1% | -1% | 7%[9.27 µM] | x
29 | Cc1ccc(C)c(NC(=S)Nc2ncccc2C)c1 | 37%[11.3 µM] | -5% | i | 3.6% | u | -7% | -13% | u | -3%
30 | CCOC(=O)c1c(C)[nH]c(C)c1C(=O)COC(=O)c1cc2ccccc2cc1O | -18% | u | i | 3.6% | -23% | -2% | -22% | 3% | u
31 | Cc1ccc(SCCC(=O)Nc2cccc(N(C)S(C)(=O)=O)c2)cc1 | -3% | 0% | i | 0.1% | -19% | -4% | -26% | u | 1%
32 | CCCN1CCC(C)(C(=O)Nc2cccc(OC(C)C)c2)C1 (configuration not stated) | 11% | 1% | i | 0.1% | 9% | x | -19% | x | x
33 | CC(NC(=O)CN(c1ccc(Br)cc1)S(C)(=O)=O)c1ccccc1 (configuration not stated) | x | 1% | i | 3.7% | -6% | 7% | -3% | 6% | 0%
34 | Cc1ccc(C)n1-c1ccc(N2CCOCC2)nc1 | -12% | -2% | i | 6.7% | 16% | 1% | -3% | x | 18%
35 | COc1ccc(NS(=O)(=O)c2ccc3c(c2)CCN3C(=O)C2CC2)cc1OC | x | -7% | x | 0.2% | x | -14% | -17% | u | x
36 | COc1ccc(Cn2c(C(=O)O)c(CNCc3ccc(C)o3)c3ccc(OC)cc32)cc1 | -4% | u | u | 9.1% | x | u | -31% | -22% | x
37 | CCCSc1nc(N)cc(=O)[nH]1 | 20% | -1% | i | 0.1% | 16% | 11% | 7% | 6% | u
38 | Cc1ccc(C(C(=O)NCc2ccco2)N(Cc2ccco2)C(=O)CNC(=O)c2ccco2)cc1 (configuration not stated) | -9% | -2% | i | 0.1% | -2% | -17% | -91% | -28% | 3%
39 | CCOc1ccc(-c2cc(C(=O)N/N=C(\C)c3cccnc3)c3ccccc3n2)cc1 | -26% | -25% | i | -0.1% | 1% | 15% | -12% | -26% | u
40 | COC(CN(C)C(=O)c1cn(C)c2ccc(S(=O)(=O)N(C)C3CCCCC3)cc2c1=O)OC | x | -20% | x | 0.2% | u | -20% | -25% | 9% | u

Record cards, from the list above. Screens in order: ATXN2 expr inh	TGFb SMAD3 inh	S2 tox	Nrf2 activator	EPAC2 antagonist	A549 tox	HepG2 viability	Nrf2 block	MCF10A rereplic
`Cc1ccc(C(C(=O)NCc2ccco2)N(Cc2ccco2)C(=O)CNC(=O)c2ccco2)cc1` (configuration not stated) is listed as -9%	-2%	i	0.1%	-2%	-17%	-91%	-28%	3%
`COc1ccc(NS(=O)(=O)c2ccc3c(c2)CCN3C(=O)C2CC2)cc1OC` is listed as x	-7%	x	0.2%	x	-14%	-17%	u	x
`CCCSc1nc(N)cc(=O)[nH]1` is listed as 20%	-1%	i	0.1%	16%	11%	7%	6%	u

New compounds follow.
nr | SMILES | ATXN2 expr inh | TGFb SMAD3 inh | S2 tox | Nrf2 activator | EPAC2 antagonist | A549 tox | HepG2 viability | Nrf2 block | MCF10A rereplic
41 | CC(C)C(=O)NC(=S)N1CCc2ccccc21 | -8% | -6% | i | 0.5% | -5% | 11% | -6% | -1% | -3%
42 | CCC(C)Sc1nc2c(cnn2-c2ccc(F)cc2)c(=O)[nH]1 (configuration not stated) | -5% | 5% | x | 0.0% | -5% | -3% | 6% | u | -15%
43 | O=C(N[C@@H](c1ccccc1)[C@H](O)c1ccccc1)[C@@H]1CCCN1C(=O)OCc1ccccc1 | -4% | 3%&0% | u | 0.2% | -5% | 0%&26% | -3%&4% | 2%&20% | 7%
44 | O=[N+]([O-])c1ccc(S(=O)(=O)NCCCc2ccccc2)cc1 | -21% | u | i | 3.1% | -2% | 0% | 5% | u | 7%
45 | CSc1ccc(/C=N/NC(=O)c2cccc(Cl)c2)cc1 | 53%[activator] | 1% | u | -0.1% | 1% | -1% | 8% | -5% | -2%
46 | O=CNc1cc(-c2ccoc2)cn2c(-c3ccc(F)cc3)cnc12 | 6% | 10µM* | i | u | -10% | x | -12% | x | x
47 | c1ccc(N/N=C(\Cc2ncc[nH]2)c2ccccc2)cc1 | -1% | -9% | x | 8.4% | -19% | -3% | 3% | u | 2%
48 | O=c1[nH]c(C2CCCN(S(=O)(=O)c3cccc(F)c3)C2)nc2c1nnn2Cc1ccccc1 (configuration not stated) | 16% | 5% | i | 0.1% | 3% | -6% | 4% | -7% | 7%
49 | COc1ccc(S(=O)(=O)N2CCCCC2c2cc(C(=O)Nc3ccccc3)no2)cc1 (configuration not stated) | 9% | 1% | i | 2.9% | -5% | x | -6% | x | x
50 | c1ccc(Cn2c(NCc3ccncc3)nc3ccccc32)cc1 | x | 13% | i | 3.0% | -8% | 2% | -1% | 2% | 2%
51 | Cc1cc(Cl)ccc1NC(=S)NCc1ccc(S(N)(=O)=O)cc1 | -2% | 0% | i | -0.6% | 9% | -6% | -15% | 6% | -35%[inhibitor]
52 | Cc1ccc(S(=O)(=O)N2CCOCC2)cc1C(=O)Nc1ccccc1C(=O)O | -16% | 9% | i | -0.8% | x | -6% | 4% | -8% | x
53 | CC(C)(C)NC(=O)C(=O)NCc1ccncc1 | x | -2% | i | -0.3% | -1% | 3% | -2% | -1% | -2%
54 | CN(C(=O)COC(=O)c1cc(S(=O)(=O)N2CCOCC2)ccc1Cl)C1CCS(=O)(=O)C1 (configuration not stated) | -1% | u | i | 0.2% | -1% | -1% | -63% | -11% | -3%
55 | O=C(Nc1ccc(OCC(F)(F)C(F)F)c(C(F)(F)F)c1)c1ccccc1O | u | u | u | 0.6% | -12% | u | -93% | u | 12µM*

Compound activity deposited in PubChem by National Center for Advancing Translational Sciences (NCATS).
